Screening results (PubChem)
ARFGAP1 inhibitor = inhibits rat ARF GTPase activating protein 1; Q62848; Arfgap1-stimulated ARF1 GTP hydrolysis, GDP FP detection; inhibition, % at 16.5 µM; hit rate 0.26% among 360,000;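 active = inhibition above a per-plate limit, mean inhibition of low control wells plus 3 SD, cut at about 25% in these data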;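 also: 0% = DMSO wells with enzyme and 100% = wells lacking Arfgap1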
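system = rat Arfgap1 catalytic domain, aa 1-136 | technique = FP, GDP Alexa 633 tracer displaced from anti-GDP antibody, 620/688 nm | compound = one concentration, 16.5 µM, DMSO 1.26% | medium = HEPES-based buffer, pH 7.5 | timing = compound-enzyme preincubation 20 min, reaction 120 min, detection 60 min, 25 °C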
ASAP1 inh = blocks human ASAP1-stimulated Arf1 GTP hydrolysis | Q9ULH1 | GDP FP detection | inhibition, % at 16.5 µM | hit rate 0.19% among 360,000; in the data active = inhibition above about 25%;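 also: 0% = vehicle with enzyme and substrate and 100% = no enzyme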
proKLK7 act = proKLK7 (human) activation, primary screen; purified proKLK7, EDANS-DABCYL substrate fluorescence; 100% is mature enzyme control, 0% vehicle; activation, % at 7 µM; hit rate 0.9% among 370,000; AID 652039;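 active = activation above the mean of all tested compounds plus 3 SD, computed per campaign excluding outliers beyond control limits, cut at about 13% in these data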
DDE Tn7 FP inh = disrupts Tn7 cyclic peptide binding to fibrin D-Dimer-E complex; hit rate 0.13% among 370,000; FP displacement of FITC-Tn7 peptide from fibrin DD(E); 0% = median of compound wells per plate; inhibition, % at 8.3 µM;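 active = inhibition above the mean of compounds falling within the control limits plus 3 SD of them, cut at about 14% in these data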;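 also: 0% = plate median of compound wells and 100% = 10 µM Aha-Tn7 peptide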
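Also added: labelled Tn7 tracer, 0.1 µM; Assay system: human fibrin DD(E) protein; Amount: 2 µM fibrin DD(E); Schedule: 10 min compound pre-incubation, 3 h probe incubation at room temperature; Repeats: one replicate per compound; Read-out basis: percent inhibition; Measured by: fluorescence polarization of the labelled Tn7 tracer.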
NR1D1 modulator = modulates human Rev-erb alpha binding to DNA; P20393; Rev-erbα–FITC-DNA binding, fluorescence polarization, 90 min; activity, % at 10 µM; hit rate 0.79% among 370,000;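 active = activity above about 14%, limit read from the data; passing the limit was not always enough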;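 also: 0% = DMSO wells with 35 nM protein and 100% = DMSO wells with 750 nM protein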
PLCg1 inh = blocks human PLC-gamma1 enzyme activity; purified PLC-gamma1, fluorogenic substrate, fluorescence; AID 720700; inhibition, % at 12.2 µM; hit rate 0.84% among 370,000; in the data active = inhibition above about 9.5%
Target sequence (P19174 whole entry, looked up): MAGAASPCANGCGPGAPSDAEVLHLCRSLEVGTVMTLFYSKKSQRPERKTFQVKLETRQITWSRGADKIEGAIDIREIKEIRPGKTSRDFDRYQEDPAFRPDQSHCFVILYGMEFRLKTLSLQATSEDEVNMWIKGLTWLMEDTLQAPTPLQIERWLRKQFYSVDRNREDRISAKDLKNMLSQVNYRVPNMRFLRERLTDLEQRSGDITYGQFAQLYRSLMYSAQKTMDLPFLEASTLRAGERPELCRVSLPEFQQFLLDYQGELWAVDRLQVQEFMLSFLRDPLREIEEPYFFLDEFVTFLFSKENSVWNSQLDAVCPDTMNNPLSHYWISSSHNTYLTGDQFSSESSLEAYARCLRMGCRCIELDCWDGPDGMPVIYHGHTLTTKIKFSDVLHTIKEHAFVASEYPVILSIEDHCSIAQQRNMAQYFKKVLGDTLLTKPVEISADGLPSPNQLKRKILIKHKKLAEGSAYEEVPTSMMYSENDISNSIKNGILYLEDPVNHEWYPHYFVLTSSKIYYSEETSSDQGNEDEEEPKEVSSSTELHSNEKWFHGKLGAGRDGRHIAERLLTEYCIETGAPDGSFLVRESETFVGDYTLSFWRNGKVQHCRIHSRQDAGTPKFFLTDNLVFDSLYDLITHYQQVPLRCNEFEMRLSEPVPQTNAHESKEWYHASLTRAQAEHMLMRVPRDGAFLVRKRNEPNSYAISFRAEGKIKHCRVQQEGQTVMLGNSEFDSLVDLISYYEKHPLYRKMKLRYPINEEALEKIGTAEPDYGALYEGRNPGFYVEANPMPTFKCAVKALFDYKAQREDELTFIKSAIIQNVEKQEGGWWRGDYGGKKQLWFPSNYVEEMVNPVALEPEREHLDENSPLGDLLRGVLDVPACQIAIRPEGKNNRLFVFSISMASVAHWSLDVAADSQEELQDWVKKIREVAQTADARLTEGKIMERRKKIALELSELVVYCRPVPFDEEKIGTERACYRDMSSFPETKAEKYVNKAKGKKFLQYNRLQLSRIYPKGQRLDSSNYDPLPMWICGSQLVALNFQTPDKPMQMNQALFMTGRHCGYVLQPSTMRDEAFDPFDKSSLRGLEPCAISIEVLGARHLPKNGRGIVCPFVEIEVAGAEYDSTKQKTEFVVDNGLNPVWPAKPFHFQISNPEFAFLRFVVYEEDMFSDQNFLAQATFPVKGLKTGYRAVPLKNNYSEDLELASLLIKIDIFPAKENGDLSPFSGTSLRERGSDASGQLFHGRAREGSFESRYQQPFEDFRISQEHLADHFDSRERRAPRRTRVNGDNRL
UHRF1 binding = human UHRF1 methylated DNA binding inhibitors; Q96T88; UHRF1 binding to methylated oligo, TR-FRET; inhibition, % at 4.4 µM; hit rate 0.75% among 370,000; AID 687016; in the data active = inhibition above about 21%;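 also: UHRF1 SRA domain binding a hemimethylated CpG hairpin DNA probe; 0% = median of test compound wells and 100% = reference inhibitor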
HGIII-sPLA2 inh = Inhibits HGIII-sPLA2 liposome hydrolysis, primary screen | Q9NZ20 | QFRET BODIPY PC-A2 liposome hydrolysis, fluorescence | inhibition, % at 12.2 µM | hit rate 0.56% among 370,000 | AID 743126;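 active = inhibition above mean plus 3 SD of compounds lying within the high and low control bounds, cut at about 19% in these data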;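 also: 0% = median of test compound wells and 100% = no enzyme DMSO wells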
DDE Tn6 FP inh = DD(E)-Tn6 binding inhibition, primary FP screen | Fibrin DD(E) TRITC-Tn6 fluorescence polarization displacement | inhibition, % at 8.3 µM | hit rate 0.21% among 370,000;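 active = inhibition above a per-campaign cutoff: mean of compounds within control limits plus 3 SD, cut at about 15% in these data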;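 also: 0% = median of all compound wells on the plate and 100% = blocking peptide control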
PLC-beta3 inh = inhibitors of human phospholipase C beta3; Q01970; AID 720704; inhibition, % at 12.2 µM; hit rate 0.18% among 370,000; Purified PLC-beta3, fluorogenic substrate, fluorescence; in the data active = inhibition above about 11%;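 also: 0% = median of compound wells on plate and 100% = full blocker control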
An asterisk follows results filed as active; . = not tested or not shown.

SMILES | ARFGAP1 inhibitor | ASAP1 inh | proKLK7 act | DDE Tn7 FP inh | NR1D1 modulator | PLCg1 inh | UHRF1 binding | HGIII-sPLA2 inh | DDE Tn6 FP inh | PLC-beta3 inh
O=C(Oc1ccc2ccc(O)cc2c1)c1ccccc1Cl | -4 | 13 | 0.1 | 3 | -4 | 5 | 2 | -78 | -5 | -7
COc1ccc(Cl)cc1NC(=O)C(C)Sc1nnc(C2CC2)n1C1CC1 (stereo unspecified) | 9 | -4 | -0.1 | -3 | 0 | 2 | -1 | 7 | 4 | 0
COc1ccccc1C(=O)N(Cc1cccs1)C1CCS(=O)(=O)C1 (stereo unspecified) | -7 | 4 | -0.4 | 9 | -4 | 1 | 0 | -4 | 9 | 4
O=C(Nc1nc2ccccc2[nH]1)C1CC(=O)N(c2ccc3c(c2)OCCO3)C1 (stereo unspecified) | 7 | 6 | -0.7 | 1 | 2 | -5 | 0 | 10 | -10 | -3
CSCCCNC(=O)c1oc(=O)c2ccccc2c1-c1ccc(C)cc1 | . | . | -0.5 | 15* | 0 | 0 | -1 | 0 | 7 | 0
COc1cc(-n2c(C)nc3cc(C(=O)NCc4ccco4)ccc32)cc(OC)c1OC | 9 | 6 | 0.3 | -3 | -1 | 2 | 3 | -1 | 4 | 3
COc1cc(Cl)c(C)cc1Nc1ncccn1 | 5 | -14 | 0.8 | -1 | 4 | 2 | 0 | 3 | -3 | -1
C=CCOc1c(OC)cc(Cl)cc1C1NC(=O)NC(C)=C1C(C)=O (stereo unspecified) | -10 | 13 | 0.8 | -1 | 5 | -1 | 1 | -3 | -1 | -2
Cn1c(NC(=O)c2ccc(Cl)cc2Cl)cc(=O)n(C)c1=O | 9 | -1 | 0.0 | -2 | -9 | 0 | -1 | -6 | 3 | 1
CC(C)n1cnc2c(oc3ccccc32)c1=O | 5 | 1 | -0.4 | 3 | 4 | -2 | 2 | 7 | -3 | -12
COc1ccc(C(=O)NCc2csc(C(C)C)n2)cc1OC1CCN(C(C)=O)CC1 | 3 | -10 | -0.4 | -1 | -2 | -2 | 1 | 2 | -3 | -9
COc1ccc(C(NC(=O)C2CCN(C/C=C/c3ccc(OC(C)=O)c(OC)c3)CC2)c2ccccn2)cc1 (stereo unspecified) | 6 | 0 | 0.6 | -5 | 5 | -2 | -2 | -18 | 10 | 0
COc1ccc(C(=O)N2CCN(S(=O)(=O)c3ccc(C)cc3C)CC2)cc1S(=O)(=O)N1CCOCC1 | 8 | 1 | 0.7 | -1 | 2 | 4 | -2 | -1 | 3 | -2
Nc1nnnn1/N=C/c1ccccc1OCc1ccc(Cl)cc1Cl | 14 | 6 | 0.3 | -1 | -6 | 1 | -6 | -2 | -4 | 2
O=C(O)C1CCCCC1C(=O)Nc1ccc(Cl)cc1 (stereo unspecified) | 3 | 6 | 0.1 | -1 | 0 | 4 | 5 | 4 | -4 | 6
CC(NC(=O)C1CCCO1)c1ccccc1 (stereo unspecified) | 9 | -10 | 0.4 | 3 | 7 | -2 | -3 | -5 | 8 | 1
COc1cc(-c2noc(-c3cccc(Cl)c3)n2)cc(OC)c1OC | -2 | -8 | 0.3 | -1 | 74* | 0 | 4 | 0 | 3 | 4
O=S(=O)(c1ccc(Cl)c(NC(=S)Nc2ccccc2N2CCOCC2)c1)N1CCOCC1 | -7 | -12 | 0.8 | 3 | 0 | 5 | -2 | 6 | -4 | 2
Cc1ccc(F)cc1NC(=O)N1c2ccccc2NC(=O)CC1C (stereo unspecified) | -5 | 3 | 0.8 | -6 | 2 | -4 | -4 | -4 | 3 | -12
CN(C)c1nc(Nc2ccc(F)cc2)nc(Oc2ccc(F)cc2)n1 | -5 | 6 | -0.1 | 4 | 0 | 1 | 1 | 7 | 4 | -4
COc1cccc(C(=O)OCC(=O)Nc2nnc(-c3ccccc3)o2)c1 | 9 | 0 | 0.2 | 6 | -1 | -6 | -2 | -7 | -5 | -12
Cn1c(=O)c2c(nc(CN3CCN(Cc4ccccc4)CC3)n2Cc2ccc(Cl)cc2)n(C)c1=O | -7 | -9 | 1.1 | -5 | 4 | -7 | -3 | -22 | -5 | -5
CCCCNC(=O)c1nc(C2CCN(S(=O)(=O)c3c(F)cccc3F)CC2)oc1-c1ccccc1 | 3 | 17 | 0.1 | -5 | 5 | 4 | -1 | -3 | 2 | 2
COc1cc(S(=O)(=O)Nc2cccc(C(=O)O)c2)c(OC)cc1Cl | -1 | 1 | 0.1 | 5 | -1 | 1 | 0 | 2 | 0 | 2
CCn1c(=O)cc(OCC(=O)NCc2ccco2)c2ccccc21 | -15 | 8 | -0.5 | 6 | 0 | 12* | -1 | -2 | -4 | -5
O=C(CN1CCOCC1)Nc1cccc(C(F)(F)F)c1 | 8 | 4 | 0.6 | 3 | -3 | 1 | 0 | -5 | -8 | -6
COc1cc(C)c(Cl)c(C)c1S(=O)(=O)NC1CC(C)(C)NC(C)(C)C1 | 11 | 3 | 0.1 | 4 | -5 | 4 | 0 | 4 | 5 | 6
O=C(CSc1ncnc2ccccc12)Nc1cccc(S(=O)(=O)N2CCOCC2)c1 | 1 | -2 | -0.2 | -2 | 0 | -5 | -3 | -13 | -1 | -1
Clc1ccc(Cn2ncc3c(N4CCCCC4)ncnc32)c(Cl)c1 | 7 | -13 | 0.6 | 0 | -3 | 2 | -1 | 1 | 2 | 1
O=C(c1ccccc1)N1CCN(c2ccc(Cl)cc2)CC1 | 0 | -8 | 0.2 | -7 | 3 | -1 | -3 | -3 | 5 | 0
COc1cccc(NC(=O)CSc2nnc(-c3cccs3)n2C)c1 | -10 | -3 | 0.4 | 0 | 1 | 1 | 6 | -10 | 7 | 2
O=C(CCN1C(=O)/C(=C/c2cccs2)SC1=S)NNC(=O)c1cccc(O)c1 | 8 | -11 | 0.0 | -5 | -4 | 2 | -7 | -30 | -7 | -11
COc1ccc(C)cc1NC(=O)NNS(=O)(=O)c1ccc(NC(C)=O)cc1 | 13 | 11 | 0.0 | -6 | -8 | 0 | -2 | -4 | -2 | -5
Cc1cccc(NC(=O)NCCc2ccc(Cl)cc2)c1 | 2 | -2 | 0.4 | 3 | -4 | 1 | 0 | -4 | 5 | 1
CCCCC(=O)N(C)c1c(C)nc2ccc(C(=O)NCc3ccccc3OC)cn12 | -3 | 7 | -0.8 | 4 | 0 | -4 | 0 | 5 | -3 | -5
CCOC(=O)C1=CN(Cc2cccc(F)c2)S(=O)(=O)NC1CCc1ccccc1 (stereo unspecified) | 7 | 0 | 0.5 | -3 | -1 | 6 | 0 | -19 | -7 | 3
COc1ccc([C@H]2CC(=O)C=C(c3cc4ccccc4s3)C2)cc1 | 2 | 23 | 0.2 | -3 | 4 | -1 | 0 | 2 | 0 | 2
CCCSc1nnc2n(-c3ccccc3OC)c(=O)c3c4c(sc3n12)CCC4 | -4 | -5 | -0.3 | -4 | 6 | 3 | 0 | 2 | -3 | 1
CC1CSc2n(-c3cccc(C(F)(F)F)c3)cc(-c3ccccc3)[n+]21 (stereo unspecified) | 1 | 5 | -0.3 | -3 | 5 | 5 | 10 | 0 | 0 | -9
Cc1ccccc1Cn1cc(NC(=O)c2cc(C3CC3)on2)cn1 | -2 | 2 | 1.0 | 3 | -3 | 0 | 2 | -4 | -7 | -8

Arranged by value in proKLK7 act (ascending): 5 of the compounds above
SMILES | ARFGAP1 inhibitor | ASAP1 inh | proKLK7 act | DDE Tn7 FP inh | NR1D1 modulator | PLCg1 inh | UHRF1 binding | HGIII-sPLA2 inh | DDE Tn6 FP inh | PLC-beta3 inh
CCCSc1nnc2n(-c3ccccc3OC)c(=O)c3c4c(sc3n12)CCC4 | -4 | -5 | -0.3 | -4 | 6 | 3 | 0 | 2 | -3 | 1
COc1ccc(C)cc1NC(=O)NNS(=O)(=O)c1ccc(NC(C)=O)cc1 | 13 | 11 | 0.0 | -6 | -8 | 0 | -2 | -4 | -2 | -5
O=C(c1ccccc1)N1CCN(c2ccc(Cl)cc2)CC1 | 0 | -8 | 0.2 | -7 | 3 | -1 | -3 | -3 | 5 | 0
Clc1ccc(Cn2ncc3c(N4CCCCC4)ncnc32)c(Cl)c1 | 7 | -13 | 0.6 | 0 | -3 | 2 | -1 | 1 | 2 | 1
Cc1ccccc1Cn1cc(NC(=O)c2cc(C3CC3)on2)cn1 | -2 | 2 | 1.0 | 3 | -3 | 0 | 2 | -4 | -7 | -8

(cont.)
SMILES | ARFGAP1 inhibitor | ASAP1 inh | proKLK7 act | DDE Tn7 FP inh | NR1D1 modulator | PLCg1 inh | UHRF1 binding | HGIII-sPLA2 inh | DDE Tn6 FP inh | PLC-beta3 inh
O=C(CN1C(=O)CC(c2ccco2)Sc2ccccc21)Nc1ccc2c(c1)OCCO2 (stereo unspecified) | 1 | 4 | 0.2 | 3 | 2 | 1 | 1 | 3 | -3 | -2
Cc1sc(NC(=O)c2ccco2)c(C(c2cccnc2)N2CCCC2)c1C (stereo unspecified) | -1 | -1 | 0.8 | -9 | -1 | -38 | -1 | 2 | 7 | -60
O=c1[nH]ncn1-c1cccc(C(F)(F)F)c1 | -10 | -1 | -0.6 | -5 | 0 | 3 | 1 | 8 | 1 | 5
CC(=O)NC1CC2CCCC(C1)N2CC(=O)NCc1ccc(F)cc1 (stereo unspecified) | -8 | -5 | 0.3 | 2 | -2 | 1 | -1 | -1 | 6 | -2
C#CC[N+](C)(C)CCCCCCCCCC | 11 | 9 | 0.4 | 2 | -1 | 6 | 17 | 19* | -8 | 2
Cc1nc(SCC(=O)c2ccccc2)c(C#N)c(-c2ccco2)c1C(=O)NCc1ccco1 | -6 | -2 | 2.9 | 3 | 1 | -54 | 0 | -33 | 8 | -70
Cc1nn(C)c(C)c1CNC(=O)Nc1cccc(Cl)c1 | -11 | -5 | 0.0 | 2 | -5 | 5 | -4 | 1 | -1 | 3
CCOC(=O)c1sc(-c2ccccc2)cc1NC(=O)c1ccc(S(=O)(=O)N(CCOC)CCOC)cc1 | 2 | 5 | -0.4 | 7 | 1 | 3 | 4 | 18 | 1 | 6
Cc1c(NC(=O)C(C)NCC2CCCO2)c(=O)n(-c2ccccc2)n1C (stereo unspecified) | 0 | 18 | 0.6 | -1 | 1 | 1 | 38* | 1 | 5 | 2
CC(C)[C@H](NC(=O)c1ccco1)C(=O)NC12CC3CC(CC(C3)C1)C2 | 6 | -10 | -0.1 | 5 | 6 | -3 | 0 | -3 | 3 | 0
O=C(NCCOc1ccccc1)C1CCC(=O)N(CCCN2CCOCC2)C1 (stereo unspecified) | 2 | -1 | 0.1 | -4 | -3 | -2 | -1 | 0 | 5 | -6
COc1ccc(-n2ncc3c(NCCCn4ccnc4)ncnc32)cc1 | 2 | 6 | 0.1 | 4 | -5 | -11 | 7 | 0 | -3 | -16
CCc1cccc(NC(=O)Cn2c(=O)n(CCC(=O)NCC3CCCO3)c(=O)c3cc(OC)c(OC)cc32)c1 (stereo unspecified) | -8 | -13 | 0.3 | -5 | -2 | -1 | -1 | 0 | 10 | -10
Cc1ccc(N2CCN(c3ccc(NCc4nc5ccccc5n4C)cc3)CC2)cc1 | 5 | 3 | -0.4 | 4 | -4 | -40 | -6 | -3 | 3 | -51
N#Cc1nc(-c2ccc(OCc3ccc(Cl)cc3)cc2)oc1N1CCOCC1 | 0 | -5 | -0.5 | 1 | 38* | -3 | 1 | -3 | 8 | 1
